Compound activity (PubChem)
MLL CXXC-DNA inh: inhibitors of human MLL CXXC domain-DNA interaction; Q03164; MLL-CXXC / FITC-HOXA9 DNA fluorescence polarization; Potency, µM (titrated, usually from 115 µM), for inactives: top-dose activity change, negative = inhibition, hits mostly inhibitors; 290,000 compounds, 0.037% hits; active = well fitted inhibition curve with a large enough effect in the polarisation, with a control signal flat, not every such curve was filed as active; inconclusive = small, poorly fitted or top-dose-only effect, or effect the other way, or a change in a side signal; inactive = no such curve, though single readings can be large or run the other way; the % refers to the polarisation; also: potency is read from the fitted curve at half-maximal effect
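Fluorescence polarization: 7 uM MLL-CXXC (stock) preincubated 5 min with compounds, then 50 nM fluorescein-HOX-A9 DNA (stock) added; 30 min ambient. Buffer 50 mM Tris-HCl pH 7.5, 50 mM NaCl, 1 mM DTT, 0.05% BSA.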
AT treatment: potential ataxia-telangiectasia treatments restoring KAP-1 phosphorylation; 320,000 compounds, 0.19% hits; […] A-T fibroblasts, KAP-1 phosphorylation AlphaLISA; neocarzinostatin DNA damage 30 min before lysis; Potency, µM (top dose mostly 57.5 µM), inactives show at the highest dose activation, most hits filed as activators; also: potency is read from the fitted curve at half-maximal effect; % of control where 0% means no effect; nearly all actives have a fitted effect of over 45% in size
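hTERT-immortalized A-T patient fibroblasts ([…]), 500 cells/well in OPTI-MEM, 1% FBS, got compounds for 60 min, then NCS for 30 min at 37C. Lysates were then assayed for phospho-KAP-1 by AlphaLISA (anti-pKAP1 donor, anti-KAP1 acceptor beads), 6 hr at 25C.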
MBNL1 CUG block: blocks human MBNL1 binding to CUG repeat RNA | TR-FRET MBNL1-His/biotin-(CUG)12 binding, 665/545 ratio | Potency, µM (titrated, usually from 57.5 µM), without a hit: top-dose activity change, negative = inhibition, hits mostly inhibitors | 280,000 compounds, 0.036% hits | Q9NR56; active = well fitted inhibition curve with a large enough effect in the signal ratio, with a control signal flat, not every such curve was filed as active; inconclusive = small, poorly fitted or top-dose-only effect, or effect the other way, or a change in a side signal; inactive = no such curve, though single readings can be large or run the other way; the % refers to the signal ratio; also: potency is read from the fitted curve at half-maximal effect; % is scaled to controls: 0 for no effect and ±100 for the full control effect
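TR-FRET between His-tagged MBNL1 and biotin-(CUG)12 RNA, detected with Tb anti-His antibody (0.055 ng/ul) and streptavidin-XL665 (5 nM), 60 min at room temperature. Compounds titrated 92 nM to 58 uM; 665/545 nm ratio normalized to buffer and complex controls.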
a7 integrin act: activators of alpha7 integrin expression for muscular dystrophy; alpha7betagal myoblasts, beta-gal FDG fluorescence, 48 h; Potency, µM (top dose mostly 38.3 µM), for the others: top-dose activation, actives largely listed as activators; 350,000 compounds, 0.064% hits;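 also: potency is read from the fitted curve at half-maximal effect; 100% = response of the positive control SU9516; nearly all actives have a fitted effect of over 60% in size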
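alpha7betagal+/- myoblasts (passage 13, 250/well) treated 48 h at 37C with compounds at 1:260 dilution of DMSO stock. Lysed, then beta-galactosidase activity read as FDG fluorescence (ex 480/em 540) after 30 min, with pre-read for autofluorescence.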
Mito fusion act: blocks mitochondrial division or promotes mitochondrial fusion; Potency, µM (doses to about 46.1 µM), without a hit: at the top dose growth rescue (activation), actives largely listed as activators; AID 485298; S. cerevisiae fusion-defective mutant growth rescue, CellTiterGlo 48 h; 320,000 compounds, 0.23% hits;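 also: potency is read from the fitted curve at half-maximal effect; % of control where 0% means no effect; nearly all actives have a fitted effect of over 45% in size; temperature-sensitive fusion mutants such as fzo1-1 at 37 °C on non-fermentable ethanol glycerol medium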
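Temperature-sensitive fusion-defective S. cerevisiae (e.g. fzo1-1, mgm1-5) were grown with compound in YPEG medium (3% ethanol, 3% glycerol) for 48 hours at 37C. Growth rescue was measured as viability by CellTiterGlo luminescence after 10 minutes at ambient.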
ASM inhibitor: blocks human secretory acid sphingomyelinase | AID 504937 | placental ASM, HMU-PC fluorogenic substrate, 60 min | 340,000 compounds, 0.006% hits | Potency, µM (titrated, usually from 57.5 µM), inactives show top-dose activity change, negative = inhibition, most hits filed as inhibitors | P17405; also: potency is read from the fitted curve at half-maximal effect
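HMU-PC0 cleavage (9 uM final) by human placental ASM, 60 min at 37 °C following 10 min compound exposure at RT; stopped at pH 10, fluorescence Ex 386/Em 447 nm.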
TSHR antagonist: human thyrotropin receptor antagonism; TSHR-expressing cells, TSH-stimulated cAMP HTRF, 2 h; hits give low values; activity change, negative = inhibition, % at 11.5 µM; 330,000 compounds, 0.2% hits;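 active = activity change below a set negative limit, meaning inhibition stronger than a set level, cut at about -70% in these data; inconclusive = activity change between two set negative limits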; also: % is scaled to controls: 0 for no effect and ±100 for the full control effect
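Freshly harvested TSHR cells receive pin-tooled compound, then EC80 TSH at 4nM final. After 2 hours at 37 deg C, antibody in lysis buffer and cAMP-d2 are added; 30 minutes at ambient temperature precede the HTRF read.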
TCR act: activators of T cell receptors; primary human leukocytes, anti-CD3, IL-2 HTRF, 48 h; 330,000 tested, under 10 active; Potency, µM (doses to about 9.22 µM), inactives show top-dose activation of IL-2 secretion, usual class: activators; also: % of control where 0% means no effect
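Primary human leukocytes incubated 48 hr with anti-CD3 beads plus compound, without co-stimulation. Secreted IL-2 measured by HTRF (europium cryptate/d2 anti-IL-2 pair, 320 nm excitation, 665 nm emission).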
Menin-MLL TR inh: menin-MLL binding inhibition, Texas Red mutant peptide; Potency, µM (series often up to 61.6 µM), inactives show at the top dose FP activity change, negative = inhibition, usual class: inhibitors; O00255; Menin + Texas Red MLL mutant peptide, fluorescence polarization; 270,000 compounds, 0.23% hits; AID 1768; active = well fitted inhibition curve with a large enough effect in the polarisation, with a control signal flat, not every such curve was filed as active; inconclusive = small, poorly fitted or top-dose-only effect, or effect the other way, or a change in a side signal; inactive = no such curve, though single readings can be large or run the other way; the % refers to the polarisation; also: potency is read from the fitted curve at half-maximal effect; % of control where 0% means no effect; many of its hits are not listed in these tables
Target sequence (O00255 whole entry, looked up): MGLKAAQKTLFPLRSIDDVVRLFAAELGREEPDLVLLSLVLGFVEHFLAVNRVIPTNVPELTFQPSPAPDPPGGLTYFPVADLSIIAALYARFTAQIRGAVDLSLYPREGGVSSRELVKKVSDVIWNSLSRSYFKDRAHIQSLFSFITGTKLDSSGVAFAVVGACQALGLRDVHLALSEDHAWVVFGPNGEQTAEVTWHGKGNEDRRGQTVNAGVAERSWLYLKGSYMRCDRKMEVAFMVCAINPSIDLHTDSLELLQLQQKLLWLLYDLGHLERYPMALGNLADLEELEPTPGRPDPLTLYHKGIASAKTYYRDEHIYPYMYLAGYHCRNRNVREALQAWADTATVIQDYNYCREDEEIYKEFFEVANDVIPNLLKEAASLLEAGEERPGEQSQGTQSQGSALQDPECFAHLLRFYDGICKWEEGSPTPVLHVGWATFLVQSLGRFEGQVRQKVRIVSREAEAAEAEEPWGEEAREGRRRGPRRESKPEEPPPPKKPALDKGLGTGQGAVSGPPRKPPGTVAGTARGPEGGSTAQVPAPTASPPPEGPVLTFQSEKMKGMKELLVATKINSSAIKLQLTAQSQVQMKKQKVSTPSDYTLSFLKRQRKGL
PTAP TSG101 blk: blocks PTAP/TSG101 interaction to inhibit HIV-1 budding; Potency, µM (highest dose often 115 µM), for inactives: at the highest dose activity change, negative = inhibition, hits mostly inhibitors; Fluorescence polarization, FITC-PTAP peptide / Tsg101 binding; 340,000 tested, under 10 active; AID 493005; Q99816; active = well fitted inhibition curve with a large enough effect in the main read-out, with a control signal flat, not every such curve was filed as active; inconclusive = small, poorly fitted or top-dose-only effect, or effect the other way, or a change in a side signal; inactive = no such curve, though single readings can be large or run the other way; also: potency is read from the fitted curve at half-maximal effect; % of control where 0% means no effect
Target sequence (Q99816 whole entry, looked up): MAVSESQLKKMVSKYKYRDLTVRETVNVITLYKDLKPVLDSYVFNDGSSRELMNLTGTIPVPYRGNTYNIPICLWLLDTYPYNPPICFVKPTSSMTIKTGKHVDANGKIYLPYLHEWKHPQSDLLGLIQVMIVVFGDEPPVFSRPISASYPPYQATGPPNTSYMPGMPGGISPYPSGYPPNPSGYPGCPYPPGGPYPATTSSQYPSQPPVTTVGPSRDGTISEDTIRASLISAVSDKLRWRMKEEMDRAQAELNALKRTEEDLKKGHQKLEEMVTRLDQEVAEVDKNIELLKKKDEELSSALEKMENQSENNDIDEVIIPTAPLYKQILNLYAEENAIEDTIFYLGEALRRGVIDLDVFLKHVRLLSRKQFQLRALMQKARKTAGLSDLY
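Compounds were pin-transferred onto Tsg101 binding domain (10 uM final) in HEPES pH 7.5 buffer, then FITC-PTAP peptide was added at 50 nM final. After 20 min at RT, polarization reported peptide displacement across a qHTS concentration series.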
Starred values were filed as active, the others as inactive; ? = inconclusive; nt = not tested or not shown; [ ] = remark or other dose. Unless noted, calls follow the shape of the dose curve; as a rule, active = well fitted curve in the direction sought with a large enough effect; inconclusive = small, poorly fitted or top-dose-only effect, or another doubt; inactive = no such curve, though single readings can be large; an effect the other way counts as inactive or inconclusive. Only part of the results is shown, so the mix of outcomes need not match the whole.

(1) CC1CCCC(NC(=O)COC(=O)Cc2cn3ccsc3n2)C1C (stereo not drawn)
(2) CCCCCCCCCCCC(=O)N/N=C/c1ccco1
(3) CSc1nnc(CNC(=O)C23CC4CC(CC(C4)C2)C3)n1Cc1ccccc1
(4) Cc1ccc(S(=O)(=O)N(C)CC(=O)OCC(=O)c2ccc3c(c2)NC(=O)CO3)cc1
(5) COCc1nc2sc3c(c2c(=O)[nH]1)CCCC3
(6) CCc1nnc(NC(=O)c2ccc(OC)cc2)s1
(7) O=C(CN1CCN(Cc2ccccc2)CC1)Nc1ccc([N+](=O)[O-])cc1C(=O)Nc1ccccc1F
(8) CCCCC[C@H]1CN(Cc2ccccc2)C(=O)[C@@H]1CC(=O)NCc1ccc(OC)cc1

screen / no.	1	2	3	4	5	6	7	8
MLL CXXC-DNA inh	23%	12%	10%	nt	4%	3%	3%	-8%
AT treatment	2%	-3%	-3%	2%	-1%	1%	7%	7%
MBNL1 CUG block	-1%	-5%	-10%	nt	9%	2%	nt	-2%
a7 integrin act	27%	-19%	13%	-14%	-17%	-4%	-32%	-13%
Mito fusion act	5%	14%	-8%	nt	22µM*	-1%	2%	7%
ASM inhibitor	-1%	-17%	3%	32%	-1%	2%	-4%	-2%
TSHR antagonist	2	6	-9	-15	-2	-9	13	0
TCR act	-5%	2%	0%[46.1 µM]	-3%[46.1 µM]	-1%[46.1 µM]	-3%	2%[46.1 µM]	3%
Menin-MLL TR inh	-9%	-3%	-12%	nt	9%	0%	2%	-13%
PTAP TSG101 blk	0%	?	0%	0%	-7%	-1%	-5%	nt

(9) Oc1ccc(CNc2ccccc2)c2cccnc12
(10) Cc1nn(CC(=O)NNC(=S)Nc2ccccc2)c(C)c1[N+](=O)[O-]
(11) COCCCNC(=O)c1nc2c(nnn2Cc2cc(C)ccc2C)c(=O)[nH]1
(12) CCOC(=O)Cn1c(=O)c2c(nc3n2CCCCN3c2ccc(C)cc2)n(C)c1=O
(13) Nc1ccc2c(c1)Cc1cc(N)c(Cl)cc1-2
(14) COc1ccccc1NS(=O)(=O)c1cc(NC(=O)c2cc(=O)[nH]c3ccccc23)ccc1N1CCOCC1
(15) COc1ccc(CCNC(=O)C2CCCN2S(=O)(=O)c2ccc(F)cc2)cc1OC (stereo not drawn)
(16) Cn1c(=O)cc(OCCCC(=O)NCCCN2CCN(Cc3ccccc3)CC2)c2ccccc21

screen / no.	9	10	11	12	13	14	15	16
MLL CXXC-DNA inh	155%[activator]	-18%	-1%	-2%	nt	-4%	2%	8%
AT treatment	5%	-9%	-5%	9%	nt	-27%	-5%	-2%
MBNL1 CUG block	-12%	6%	5%	0%	nt	-4%	4%	-8%
a7 integrin act	-43%	21%[7.66 µM]	0%	17%	31%	42%	-21%	18%
Mito fusion act	1%	4%	-4%	-1%	nt	2%	0%	1%
ASM inhibitor	0%	2%	-3%	1%	-2%	?	5%	-2%
TSHR antagonist	-9	-4	-2	-2	nt	0	-2	26
TCR act	-7%	1%	-5%[46.1 µM]	nt	1%	-5%	2%	3%
Menin-MLL TR inh	1%	-3%	-1%	4%	nt	nt	-17%	-29%
PTAP TSG101 blk	-1%	-5%	-3%	-1%	-1%	-11%	2%	-6%

(17) C=CCOc1ccccc1CNn1nnnc1N
(18) CCOc1ccc(C(C)=O)cc1COC(=O)CNC(=O)c1cccs1
(19) Oc1[nH]c2ccc(Br)cc2c1N=Nc1ccc(C(F)(F)F)cn1
(20) CC(=O)c1cc2c(cc1NC(=O)C1CCC1)OCO2
(21) CCOC(=O)C(CC)Sc1nc2c(c(=O)[nH]c(=O)n2C)n1CCc1ccccc1 (stereo not drawn)
(22) Cc1cc(C)cc(-n2nnc(C(=O)NCc3ccc(Cl)cc3)c2N)c1
(23) Cc1ccc(-c2[nH]c3ccccc3c2SCCNC(=O)c2ccc(S(=O)(=O)N3CCOCC3)cc2)cc1
(24) Cc1cc(C)c(NC(=O)CN2C(=O)NC3(CCOc4ccccc43)C2=O)c(C)c1 (stereo not drawn)

screen / no.	17	18	19	20	21	22	23	24
MLL CXXC-DNA inh	-3%	nt	48%[activator]	-3%	-6%	3%	17%	-7%
AT treatment	2%	7%	3%	-3%	6%	13%	0%	5%
MBNL1 CUG block	-6%	nt	nt	23%	-10%	-2%	-8%	-5%
a7 integrin act	19%	20%	-41%	19%	-8%	20%	-27%	4%
Mito fusion act	-5%	1%	27%	5%	1%	4%	-2%	-3%
ASM inhibitor	0%	4%	?	104%[activator]	3%	0%	1%	0%
TSHR antagonist	2	0	18	-4	-10	-14	-8	3
TCR act	-1%	-2%	-2%[46.1 µM]	2%	-3%	2%	7%	4%
Menin-MLL TR inh	9%	nt	6%	20%	-13%	-9%	-7%	nt
PTAP TSG101 blk	-5%	-2%	-4%	-1%	0%	-2%	-3%	-1%

Pulled by structure from above (3):
(20) CC(=O)c1cc2c(cc1NC(=O)C1CCC1)OCO2
(24) Cc1cc(C)c(NC(=O)CN2C(=O)NC3(CCOc4ccccc43)C2=O)c(C)c1 (stereo not drawn)
(23) Cc1ccc(-c2[nH]c3ccccc3c2SCCNC(=O)c2ccc(S(=O)(=O)N3CCOCC3)cc2)cc1

screen / no.	20	24	23
MLL CXXC-DNA inh	-3%	-7%	17%
AT treatment	-3%	5%	0%
MBNL1 CUG block	23%	-5%	-8%
a7 integrin act	19%	4%	-27%
Mito fusion act	5%	-3%	-2%
ASM inhibitor	104%[activator]	0%	1%
TSHR antagonist	-4	3	-8
TCR act	2%	4%	7%
Menin-MLL TR inh	20%	nt	-7%
PTAP TSG101 blk	-1%	-1%	-3%

Additional compounds
(25) Cc1ccc(N2CC(C(=O)NC3CC3)CC2=O)cc1 (stereo not drawn)
(26) O=C1C=C(NCCOC23CC4CC(CC(C4)C2)C3)C2(CCCCC2)O1
(27) Cc1ccccc1OCCOc1cccc(/C=N/NC(=O)Cc2nnc(N)s2)c1
(28) COc1ccccc1NC(=O)CSc1ccc(-c2ccccn2)nn1
(29) CN(C(=O)c1cccc(NC(=O)Cc2cccc([N+](=O)[O-])c2)c1)C1CCCC1
(30) O=C1NCCN1Cc1cccc(Cl)c1
(31) CC(C)(C)OC(=O)C[C@@H]1C/C=C\C[C@@H](CC(=O)N(CCO)Cc2ccccc2)C(=O)NC[C@@H](c2ccccc2)OC1=O
(32) O=c1ccccn1Cc1c(Cl)cccc1Cl

screen / no.	25	26	27	28	29	30	31	32
MLL CXXC-DNA inh	33%[activator]	9%	6%	-2%	nt	-1%	nt	-2%
AT treatment	6%	2%	2%	6%	7%	-2%	-2%	-10%
MBNL1 CUG block	-3%	nt	1%	2%	nt	9%	nt	-3%
a7 integrin act	-6%	0%	0%	19%	0%	1%	6%	-1%
Mito fusion act	12%	-7%	3%	-9%	nt	2%	nt	0%
ASM inhibitor	4%	-1%	-9%	0%	1%	5%	-2%	-1%
TSHR antagonist	6	2	3	12	-11	17	3	3
TCR act	5%	3%	-5%	-3%	0%	-22%	-2%	nt
Menin-MLL TR inh	0%	-8%	28%	nt	nt	-7%	nt	18%
PTAP TSG101 blk	-6%	-1%	0%	0%	nt	-5%	-1%	nt

(33) CC1=NN(C(C#N)c2ccccc2C)C(c2ccccc2)C1 (stereo not drawn)
(34) O=C(NC1CCCC1)C1c2ccccc2C(=O)N1C1CCCCC1 (stereo not drawn)
(35) CCOC(=O)C1=C(C)N(C)C(=S)NC1c1cccc(Cl)c1Cl (stereo not drawn)
(36) CCOc1ccccc1C(O)C1=CC(=O)c2ccccc2C1=O (stereo not drawn)
(37) Cc1nc2ccccn2c1C(=O)N/N=C/c1cc(C)n(-c2ccc(Cl)cc2)c1C

screen / no.	33	34	35	36	37
MLL CXXC-DNA inh	-8%	-3%	4%	nt	-6%
AT treatment	8%	-3%	2%	nt	-2%
MBNL1 CUG block	-8%	-10%	-5%	nt	15%
a7 integrin act	12%	-16%	-19%	9%	20%[7.66 µM]
Mito fusion act	2%	0%	7%	nt	-2%
ASM inhibitor	-1%	3%	-2%	6%	-3%
TSHR antagonist	20	0	-2	nt	-2
TCR act	7%	-3%	-5%	4%	-2%[46.1 µM]
Menin-MLL TR inh	-3%	7%	2%	nt	-8%
PTAP TSG101 blk	-2%	-7%	0%	-2%	-5%
